PV pol inh = poliovirus RdRp elongation inhibitors, primary screen, biochemical, fluorescence polarization, total intensity; poliovirus polymerase elongation; active compounds read low; 0.66% of 150,000 active; % elongation, % (compound at 16.7 µg/mL); AID 588519, 2011; in the data active = % elongation below about 90%; also: some results filed as inactive read as strong as hits
Target sequence (P03300 1749-2209 limits assumed): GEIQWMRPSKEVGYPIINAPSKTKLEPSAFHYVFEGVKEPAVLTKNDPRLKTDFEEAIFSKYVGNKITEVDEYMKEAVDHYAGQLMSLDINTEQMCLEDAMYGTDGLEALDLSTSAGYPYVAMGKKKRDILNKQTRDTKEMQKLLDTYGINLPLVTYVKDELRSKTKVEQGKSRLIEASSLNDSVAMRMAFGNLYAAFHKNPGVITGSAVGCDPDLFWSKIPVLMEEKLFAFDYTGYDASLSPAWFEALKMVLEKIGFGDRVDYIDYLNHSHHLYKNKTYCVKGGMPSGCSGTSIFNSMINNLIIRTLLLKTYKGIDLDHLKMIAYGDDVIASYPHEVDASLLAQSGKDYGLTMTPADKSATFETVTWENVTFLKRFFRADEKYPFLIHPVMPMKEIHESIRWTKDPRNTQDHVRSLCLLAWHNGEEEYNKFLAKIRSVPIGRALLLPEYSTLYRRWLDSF
PV pol inh FP z-score = further read-out of PV pol inh, marked with its call; z-score; measured here: FP z-score; hits read low
Active calls of the source: *.

Screens in order: PV pol inh, PV pol inh FP z-score
- Cn1nnnc1SCSc1nnnn1C
→ 101, 0.2
- CC1CC(NC(=O)c2c(O)nc3ccccn3c2=O)CC(C)(C)C1 (stereo not given)
→ 103, 0.2
- CC1CCCC(C)N1C(=O)NC1CCCCC1 (stereo not given)
→ 103, 0.2
- CCc1nn(Cc2ccc(Cl)cc2)c(=O)c2cc3cc(C)ccc3n12
→ 112, 1
- COc1ccccc1CCNC(=O)C(C)Sc1nc(-c2ccccc2)cc(C(F)(F)F)n1 (stereo not given)
→ 101, -0.6
- CCCOc1ccc(C2/C(=C(/O)c3ccc(C)c(F)c3)C(=O)C(=O)N2Cc2ccco2)cc1 (stereo not given)
→ 101, -0.5
- O=c1ccc(-c2ccc(S(=O)(=O)NCc3ccccc3)s2)n[nH]1
→ 102, 0
- CC(C)c1ccc(NC(=O)CSc2n[nH]c(=O)n2C2CC2)cc1
→ 101, -0.5
- CCCNC(=O)c1c(O)nc2ccccn2c1=O
→ 101, 0
- COc1ccc(C2C(C(=O)NCc3ccco3)c3ccccc3C(=O)N2C)cc1 (stereo not given)
→ 100, 0
- S=C(NCCN1CCOCC1)Nc1ccc(-c2nnc3n2CCCCC3)cc1
→ 105, 0.5
- CC(=O)NO
→ 101, 0.4
- Cc1ccc(CN2CC34C=CC(O3)C(C(=O)O)C4C2=O)cc1 (stereo not given)
→ 101, 0.2
- Cc1cccc(NC(=O)Cn2c(=O)sc3ccccc32)c1
→ 104, 0.5
- CCCCC(=O)Nc1nnc(S(=O)(=O)N(C)Cc2ccccc2)s1
→ 107, -0.2
- Cc1ccc2onc(CNC(=O)Nc3ccccc3C#N)c2c1
→ 110, 0.5
- O=C(COc1cc2ccccc2cc1C(=O)N1CCOCC1)Nc1ccc2c(c1)OCCO2
→ 100, -0.4
- CC(=O)NC(=O)/C(C#N)=C/N1CCOCC1
→ 102, 0.2
- O=C(Cc1n[nH]c(=O)c2ccccc12)NCC1CCCO1 (stereo not given)
→ 103, 0
- COc1ccc(C(NC(=O)CSc2nncn2C(C)C)c2ccccc2)cc1 (stereo not given)
→ 107, 0.8

Random excerpt: 6 records from the list
Screens in order: PV pol inh, PV pol inh FP z-score
- S=C(NCCN1CCOCC1)Nc1ccc(-c2nnc3n2CCCCC3)cc1
→ 105, 0.5
- O=c1ccc(-c2ccc(S(=O)(=O)NCc3ccccc3)s2)n[nH]1
→ 102, 0
- COc1ccc(C2C(C(=O)NCc3ccco3)c3ccccc3C(=O)N2C)cc1 (stereo not given)
→ 100, 0
- Cc1ccc2onc(CNC(=O)Nc3ccccc3C#N)c2c1
→ 110, 0.5
- Cn1nnnc1SCSc1nnnn1C
→ 101, 0.2
- CC1CCCC(C)N1C(=O)NC1CCCCC1 (stereo not given)
→ 103, 0.2

More results.
Screens in order: PV pol inh, PV pol inh FP z-score
- O=C(COC(=O)CCc1c[nH]c(=O)[nH]1)Nc1ccc2ccccc2c1
→ 100, -0.7
- CCOC(=O)C(C(=O)Nc1cccc(C(F)(F)F)c1)C1CCCCC1 (stereo not given)
→ 101, 0.1
- CCOC(=O)N1CCN(C(=S)Nc2cc(OC)c(OC)cc2C(=O)OC)CC1
→ 100, 0.1
- CC12CC(c3ccccc3O1)C(C(=O)NCc1ccccc1)C(=O)N2 (stereo not given)
→ 103, 0.5
- Cc1ccc(NS(=O)(=O)c2c(C(=O)N3CCCCCC3)c(C)n(C)c2C)cc1F
→ 112, 1.7
- O=C(/C=C/c1ccco1)N1CC=C(c2ccccc2)CC1
→ 105, 0.3
- CC1=C(c2ccc(Cl)cc2)S(=O)(=O)N=C1N1CCC(C(=O)NC2CCCC2)CC1
→ 100, -0.3
- CCOCCCNC(=O)C(c1ccc(OC)cc1)N(Cc1ccc2c(c1)OCO2)C(=O)c1ccc(NC(C)=O)cc1 (stereo not given)
→ 104, -0.1
- Cc1ccc(S(=O)(=O)NCCN=Cc2ccc3c(c2)OCO3)cc1
→ 99, -0.8
- Cc1ccc(Cl)cc1N1CCN(S(=O)(=O)c2ccc(-c3cnc(C4CC4)o3)cc2)CC1
→ 107, 0.3
- O=S1(=O)N=C(N2CCCCCC2)c2ccccc21
→ 102, -0.2
- CCn1c(SCC(=O)NC(=O)Nc2ccccc2F)nnc1-c1ccccc1
→ 106, 0.3
- O=C1CSc2ccc(C(=O)NCC3COc4ccccc4O3)cc2N1 (stereo not given)
→ 103, 0.5
- O=C(CSc1cn(CC(=O)N2CCOCC2)c2ccccc12)NCc1ccco1
→ 104, 0.5
- Cc1cc(C(=O)Oc2ccc(C(=O)c3ccc(F)cc3)cc2)on1
→ 98, -0.6
- COc1c(Cl)cc(Cl)cc1/C=C(\C#N)C(N)=O
→ 102, 0.2
- COC(=O)c1cc(OC(=O)/C=C/c2ccc(C)o2)cc(C(=O)OC)c1
→ 95, -1
- COc1cccc(Cc2nc3ccccc3nc2SCC(=O)Nc2cc(OC)ccc2OC)c1
→ 111, 1.1
- Cc1oc(-c2ccccc2F)nc1CSCC(=O)NCCc1ccccc1
→ 107, 0.3
- CCOc1cc(CCn2cnc3c([nH]c4ccc(C)cc43)c2=O)ccc1OC
→ 101, 0

Continued, overlapping the part above by 4 compounds.
Screens in order: PV pol inh, PV pol inh FP z-score
- COC(=O)c1cc(OC(=O)/C=C/c2ccc(C)o2)cc(C(=O)OC)c1
→ 95, -1
- COc1cccc(Cc2nc3ccccc3nc2SCC(=O)Nc2cc(OC)ccc2OC)c1
→ 111, 1.1
- Cc1oc(-c2ccccc2F)nc1CSCC(=O)NCCc1ccccc1
→ 107, 0.3
- CCOc1cc(CCn2cnc3c([nH]c4ccc(C)cc43)c2=O)ccc1OC
→ 101, 0
- COc1ccc(F)cc1S(=O)(=O)NCCc1c(C)[nH]c2c(Cl)cccc12
→ 102, 0
- Cc1cc(C)n(/N=C2\CCCc3ccccc32)c(=O)c1C#N
→ 101, 0
- CC(NC(=O)C1CCN(C(=O)N2CCOc3ccccc32)CC1)c1ccccc1 (stereo not given)
→ 110, 0.6
- O=C(NC1CCCC1)C1CCCN(S(=O)(=O)c2cccc3cccnc23)C1 (stereo not given)
→ 102, 0
- O=C1CCCC/C1=N\Nc1ccc(N2CCCCC2)cc1
→ 102, 0.2
- N/C(=N\OC(=O)C1CCCCC1)c1ccccc1
→ 102, 0.1
- O=C(OCC(=O)N1CCCCC1)c1cc2ccccc2cc1O
→ 103, -0.5
- CCN1CCN(c2nc3ccccn3c(=O)c2/C=C2\SC(=S)N(CC)C2=O)CC1
→ 79, -4.1
- Cc1cc(C(=O)OCn2nnc3ccccc3c2=O)c(C)o1
→ 103, 0.2
- COc1ccc(-c2nc(C#N)c(NN3CCOCC3)o2)cc1
→ 101, 0.1
- COc1ccc(-n2c(NN)nc3sc4c(c3c2=O)CCC4)cc1
→ 105, 0.9
- NC(=O)C1(c2ccccc2)CCCN1C(=O)c1ccc(Br)cc1 (stereo not given)
→ 101, -0.2
- COc1cccc(NC(=O)c2nnn(Cc3cccc(C(F)(F)F)c3)c2N)c1
→ 103, -0.6
- Cc1nn(Cc2cccc(C(=O)NN3CCCCC3)c2)c(C)c1Cl
→ 101, 0.2
- COc1cc2c(=O)c(S(=O)(=O)c3ccc(C(C)C)cc3)cn(Cc3ccccc3C)c2cc1OC
→ 105, 0.1
- O=C(Nc1cccc(C(F)(F)F)c1)c1cc[n+]([O-])cc1
→ 98, -0.3
- CCOc1ccccc1CNC(=O)C1=C(C)C(=O)OC12CCN(C(C)=O)CC2
→ 113, 1.3
- CC(CC(=O)O)n1ccnc1 (stereo not given)
→ 100, -0.4
- O=S1(=O)CC(O)C(Nc2ccc(Cl)cc2)C1 (stereo not given)
→ 100, -0.5
- Cc1ccc(-c2ccc(=O)n(CC(=O)Nc3ccc(C)cc3Cl)n2)cc1
→ 111, 1.3

Next part:
SMILES	PV pol inh	PV pol inh FP z-score
Cc1ccc(NC(=O)c2ccc3ncsc3c2)cc1	106	0.6
Cc1cnc(C(=O)OCC(=O)Nc2ccc3c(c2)OCCO3)cn1	102	0
O=C(CNC(=O)C1CCCCC1)OCn1nnc2ccccc2c1=O	104	0.3
COc1ccc(-c2noc(N3CCC(C(=O)Nc4ccc(C)c(F)c4)CC3)n2)cc1OC	105	0.2
c1ccc2nc3c(nc2c1)Nn1cnnc1S3	96	-1.3
COC(=O)c1c(NC(=O)C2CC2)sc(C)c1C	101	0.4
CCOC(=O)Cn1c(=O)oc2cc(S(=O)(=O)N3CCN(c4ccccc4OC)CC3)ccc21	104	0.1
O=C(O)/C=C/C(=O)N1CCC(C(=O)c2ccc(F)cc2)CC1	103	0.2
CC1(CC(=O)Nc2ccccc2)NC(=S)N(c2ccccc2)N1 (stereo not given)	99	-0.3
Cc1ccc(-n2ncc(C(=O)NCc3ccc4c(c3)OCO4)c2C2CCN(C(=O)OC(C)(C)C)CC2)cc1C	100	-1.2
CCN1CCN(CCNC(=O)Nc2ccccc2C)CC1	102	-0.5
CC(=O)n1c(O)c(C2=NC(=S)NC2=O)c2ccccc21	100	-0.3
O=C(Nc1nnc2n1CCCS2)c1ccccc1	103	0.4
C=CCc1c(C)nc(SC)nc1Nc1ccc(OC)cc1	99	-1
COc1ccc(OC)c(CNC(=O)C2CCCCN2S(=O)(=O)c2ccc(F)cc2)c1 (stereo not given)	109	0.4
CCN(c1cccc(C)c1)S(=O)(=O)c1nnc(NC(=O)c2cccs2)s1	109	0.1
COc1ccc(-c2nnc(SCC(=O)N/N=C/c3ccco3)n2-c2ccccc2)cc1OC	104	0.6
O=C(O)Cn1c(-c2ccc(Br)cc2)nc(=S)c2c1CCCC2	101	-0.3
Cc1cc(=O)n2c(n1)-c1ccccc1C2	101	0
CN(C)C(=O)CSCc1c(Cl)cccc1Cl	34*	-5.9*
Cc1ccc(OCC(=O)OCC(=O)Nc2ncc(Cl)cc2Cl)cc1C	101	0.1
COc1ccc(CC(=O)N2CCc3ccccc32)cc1OC	101	-0.4
CC(O)c1nc2ccccc2s1 (stereo not given)	100	-0.2
Cc1sc(NC(=O)C(Cc2ccccc2)Cc2ccccc2)c(C#N)c1C	101	0
CN(C)S(=O)(=O)c1ccc(-c2csc(-c3cccnc3)n2)cc1	101	0
Cc1ccc(C(=O)CSc2nc(C)cc(=O)[nH]2)cc1	103	0.3
CCCCn1c(=O)[nH]c2nc3cc(N(C)C)ccc3nc2c1=O	93	-0.9
CC(=NCCc1ccccc1)C1=C(O)C(c2ccccc2)OC1=O (stereo not given)	101	-0.3
Cc1c(C(=O)NCCCc2ccccc2)oc2c1-c1[nH]ncc1CC2	98	-1.9
C=C1C(C(=O)N2CCN(c3ccccc3)CC2)C1C(=O)N1CCN(c2ccccc2)CC1 (stereo not given)	100	-0.1
Fc1ccc(-c2nnc(Cl)c3ccccc23)cc1F	100	-0.3
Cc1cccc(OCC(=O)NCCc2nc3ccccc3[nH]2)c1C	106	0.2
CCOCC(=O)N1CCC(Cc2ccccc2)CC1	101	0.2
CC1=C(C(=O)OC2CCCC2)C(c2cc3c(cc2Cl)OCO3)C2=C(CCCC2=O)N1 (stereo not given)	102	0
O=S(=O)(NNC1=NCCCCC1)c1ccccc1	111	0.9
CCOC(=O)C1=NN(c2ccc(C)cc2)C2C(=O)N(c3ccc(Cl)cc3)C(=O)C12 (stereo not given)	101	0
CCCCn1c(N)c(S(=O)(=O)c2ccccc2)c2nc3ccccc3nc21	99	-0.2
COc1ccc(Br)c(C(=O)Nc2cc3c(cc2N2CCCC2)n(C)c(=O)c(=O)n3C)c1	113	1.3
CC(=O)Nc1ccc(/C=N/n2cc(-c3ccccc3)[nH]c2=S)cc1	103	0
Cc1ccc(-n2cnc3cc(C(=O)NCCC4=CCCCC4)ccc32)c(C)c1	103	-1.1
CCOC(=O)c1oc2ccc3nc(N(C)C)sc3c2c1C	103	0.4
CC1CC(=O)N(C)c2ccccc2S1 (stereo not given)	102	0.8
O=C1c2ccccc2C(=O)N1CCCCSc1nnc2ccccn12	101	-0.2
O=c1c2c3c(sc2nnn1CCCCOc1ccc(Cl)cc1)CCCC3	111	0.6
CC(C)c1ccc(NC(=O)CSc2nc(=O)n(Cc3cccnc3)c3c2CCC3)cc1	106	0
COc1nc2nonc2nc1Nc1ccc(C)cc1	102	0
CCC(Sc1nc2ccccc2c2nc(CCc3c(C)n[nH]c3C)nn12)C(=O)Nc1ccc(OC)cc1 (stereo not given)	106	0.1
COc1ccc(CC(=O)N2CCOCC2)cc1	102	0
CC1CC(C)(C)NC(=S)O1 (stereo not given)	103	0.2
Cc1ccc(-n2nnnc2-c2ccccc2)cc1	100	-0.2

(next part)
SMILES	PV pol inh	PV pol inh FP z-score
Cc1cc(C(=S)NC(=O)c2ccccc2)c(C)n1C	102	-0.1
COc1ccc(C)cc1NC(=O)c1cc2c(s1)-c1ccccc1SC2	108	0.3
Cc1c(CNCc2ccc(Cl)cc2)c(C(=O)O)c(C)n1Cc1ccc(F)cc1	112	0.4
C=CCN1C(=O)c2ccccc2N2C(=O)CCC12C(=O)O (stereo not given)	97	-0.9
CCCCN1CC(c2nc3ccccc3n2CCCCOc2cc(C)ccc2C)CC1=O (stereo not given)	98	-2
CCn1c2ccccc2c2cc(NC(=O)COc3ccccc3C#N)ccc21	103	0
Nc1nc(-c2ccco2)c(-c2ccco2)s1	101	-0.3
O=C(CN(C(=O)Cn1nnc(-c2cccs2)n1)c1ccc2c(c1)OCCO2)NCC1CCCO1 (stereo not given)	100	-0.9
CCC(CC)NC(=O)CSc1nc2c(cnn2-c2cccc(C)c2)c(=O)[nH]1	98	-0.7
O=C(NCc1cccnc1)C(=O)NCC(c1cccnc1)N1CCN(c2ccccc2)CC1 (stereo not given)	113	1
c1ccc(-c2nc(-c3cccs3)[nH]c2-c2ccccc2)cc1	105	0.1
CCCNC(=O)C(C)n1nc(C)c2c(C)n(-c3ccccc3)nc2c1=O (stereo not given)	107	-0.2
CCc1cccc(CC)c1N(COC)C(=O)CN1c2ccccc2NC1CC (stereo not given)	103	1.2

One compound at a time, from the list above. Order of screens: PV pol inh	PV pol inh FP z-score
Results for `CC1CCCC(C)N1C(=O)NC1CCCCC1` (stereo not given) = 103	0.2
Results for `COc1ccc(C2C(C(=O)NCc3ccco3)c3ccccc3C(=O)N2C)cc1` (stereo not given) = 100	0
Results for `Cc1c(CNCc2ccc(Cl)cc2)c(C(=O)O)c(C)n1Cc1ccc(F)cc1` = 112	0.4
Results for `CCCCn1c(N)c(S(=O)(=O)c2ccccc2)c2nc3ccccc3nc21` = 99	-0.2
Results for `O=S1(=O)CC(O)C(Nc2ccc(Cl)cc2)C1` (stereo not given) = 100	-0.5

Bioassay records: PubChem, ICCB-Longwood Screening Facility, Harvard Medical School

These rows are one share of the data (hit frequency here may not be typical).
